Screening results deposited in PubChem BioAssay by National Center for Advancing Translational Sciences (NCATS).
CHX counter = Cycloheximide Counterscreen for Small Molecule Inhibitors of Shiga Toxin; AID 2314, 2010; 300,000 compounds, 12% hits; max response, %; cell reporter, cycloheximide protein synthesis inhibition counterscreen; in the data active = max response mostly above about 13%, no sharp cut-off; inactive = mostly below about 14%; also: read at 38.3 µM for the half of the compounds with a filed dose; 0% is about no effect
Pf growth 96h = Primary qHTS for delayed death inhibitors of the malarial parasite plastid, 96 hour incubation. Potency, µM (top dose mostly 28.7 µM), for the others: at the top dose activity change, negative = inhibition, most hits filed as inhibitors. P. falciparum luciferase reporter growth, 96 h. 320,000 compounds, 6.9% hits; also: potency is read from the fitted curve at half-maximal effect; % is scaled to controls: 0 for no effect and ±100 for the full control effect
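Delayed-death screen, second-generation endpoint: infected erythrocytes, 2% hematocrit, 0.05% parasitemia final; 96 hours at 37 C, 5% CO2; luciferase detection reagent; luminescence decrease equals reduced growth.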
Pf growth 48h = Primary qHTS for delayed death inhibitors of the malarial parasite plastid, 48 hour incubation | P. falciparum luciferase growth in erythrocytes, 48 h | Potency, µM (titrated, usually from 28.7 µM), without a hit: at the highest dose activity change, negative = inhibition, actives largely listed as inhibitors | 310,000 compounds, 5.9% hits; also: potency is read from the fitted curve at half-maximal effect; % is scaled to controls: 0 for no effect and ±100 for the full control effect
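Cell-based growth assay: transgenic P. falciparum expressing firefly luciferase, cultured in red cells within RPMI 1640 containing 0.5% w/v Albumax, 24 mM bicarbonate and gentamycin. A drop in luciferase activity indicates inhibition.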
Giardia FBPA inh = qHTS Assay for Inhibitors of Fructose-1,6-bisphosphate Aldolase from Giardia Lamblia. purified Giardia FBPA. Potency, µM (titrated, usually from 59.6 µM), for inactives: at the top dose activity, negative = inhibition, usual class: inhibitors. A8B2U2. 290,000 compounds, 0.71% hits. AID 2451, 2010; also: potency is read from the fitted curve at half-maximal effect; % is scaled to controls: 0 for no effect and ±100 for the full control effect; nearly all actives have a fitted effect of over 55% in size
Target sequence (A8B2U2 whole entry, looked up): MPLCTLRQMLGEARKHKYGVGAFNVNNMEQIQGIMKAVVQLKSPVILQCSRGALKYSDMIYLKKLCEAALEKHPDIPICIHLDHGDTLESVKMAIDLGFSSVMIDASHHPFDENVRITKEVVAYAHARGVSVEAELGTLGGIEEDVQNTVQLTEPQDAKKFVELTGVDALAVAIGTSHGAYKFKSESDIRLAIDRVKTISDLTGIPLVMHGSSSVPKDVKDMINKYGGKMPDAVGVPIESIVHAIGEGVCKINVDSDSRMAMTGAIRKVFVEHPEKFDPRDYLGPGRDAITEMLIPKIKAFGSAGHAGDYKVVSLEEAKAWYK
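40 nM FBPA preincubated 10 min at RT with compound (up to 57.5 uM final), then substrate plus GAPDH/TPI/NAD/arsenate coupling and diaphorase/resazurin added. Fluorescence read after 20 min at RT, 525/598 nm.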
Shiga inhibitor = A qHTS for Small Molecule Inhibitors of Shiga Toxin | Vero cells, Shiga toxin protein synthesis inhibition reporter | inhibition, % at 38.7 µM | 290,000 compounds, 9.2% hits | AID 2315, 2010; in the data active = inhibition mostly above about 28%, no sharp cut-off; inactive = mostly below about 43%; also: 0% is about no effect
Sm TGR inh = qHTS Assay for the Inhibitors of Schistosoma Mansoni Peroxiredoxins; Schistosoma mansoni thioredoxin glutathione reductase (TGR), Q962Y6; purified TGR, DTNB reduction, TNB absorbance 405 nm; Potency, µM (series often up to 114 µM), for the others: top-dose activity change, negative = inhibition, usual class: inhibitors; 360,000 compounds, 3% hits; also: potency is read from the fitted curve at half-maximal effect; % is scaled to controls: 0 for no effect and ±100 for the full control effect; nearly all actives have a fitted effect of over 60% in size
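TGR 20 nM + NADPH 100 uM (dispensed conc.), cpd preinc 15 min RT; start with NADPH (500 uM addition) then DTNB (15 mM addition). Kinetic TNB absorbance, 405 nm filter. Four-parameter Hill fit across titration.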
* hit, by the source's call; ? = inconclusive; nt = not tested or not shown; & = joins results of further samples; [ ] = another dose, or the depositor's remark. Unless noted, calls follow the shape of the dose curve; as a rule, active = well fitted curve in the direction sought with a large enough effect; inconclusive = small, poorly fitted or top-dose-only effect, or another doubt; inactive = no such curve, though single readings can be large; an effect the other way counts as inactive or inconclusive. Rows were taken by chance; overall some 24% were active at least once.

SMILES	CHX counter	Pf growth 96h	Pf growth 48h	Giardia FBPA inh	Shiga inhibitor	Sm TGR inh
O=C(CN1CCN(Cc2ccc3c(c2)OCO3)CC1)NCC(F)(F)F	1	0%	3%	11%	3	5%
CCc1ccc(CCC(=O)Nc2sc3c(c2C#N)CCCC3)o1	1	nt	-19%	-6%	4	-27%
COc1cc(NC(=O)COC(=O)c2ccc(S(=O)(=O)N3CC(C)CC(C)C3)cc2)c(C)cc1[N+](=O)[O-] (configuration not stated)	1	31%[activator]	-6%	1%	-10	-9%
COCCOc1ccc(C(F)(F)F)cc1NC(=O)CN1C(=O)NC(C)(c2ccc3c(c2)OCO3)C1=O (configuration not stated)	nt	?	?	nt	nt	8%
CCCSc1nc2cc(S(=O)(=O)N3CCOCC3)ccc2n1CC	-2	?	7%	nt	14	-5%
COc1ccc(N2CSC3=C(C#N)C(c4cccs4)CC(=O)N3C2)cc1 (configuration not stated)	18*	-1%	-27%	0.5µM*	46	22µM*
Cc1nn(CC2CC2)c(=O)n1-c1cccc(Cl)c1	0	5%	?	4%	-5	-12%
O=C(CN1C(=O)CSc2ncccc21)N1CCOCC1	-3	?	15%	-4%	-4	2%
O=C(CSc1nc2ccccc2[nH]1)Nc1ccc2c(c1)OCCO2	41*	4%	30%[activator]	-4%	39	-4%
Cc1cc(NC(=O)CN2C(=O)NC(Cc3ccccc3)C2=O)no1 (configuration not stated)	-5	5%	nt	5%	21	-16%
COc1ccc(C2C3=C(CC(C)(C)CC3=O)N(C)C3=C2C(=O)CC(C)(C)C3)cc1OC	2	13µM*	16%	-13%	10	?
COc1ccc2[nH]c(=O)c(CN(C)C(=O)c3cccs3)cc2c1	7	42%[activator]	6%	-11%	26	6%
COc1ccc(N2CCN(C(=O)COc3ccc4c(C)cc(=O)oc4c3C)CC2)cc1	-4	0%	12%	5%	-7	-8%
Cc1nnc(NC2(C(F)(F)F)C(=O)Nc3c2c(=O)n(C)c(=O)n3C)s1 (configuration not stated)	-1	?	13%	6%	13	2%
CC(=O)Nc1c(C)ccc2nsnc12	9	13%	14%	-6%	-2	3%
CCOc1ccc(CC(=O)Nc2ccc(-c3ccc4nnc(C)n4n3)cc2)cc1	-2	-12%	-14%	1%	-10	-9%
O=C(COC(=O)CCC(=O)c1cccs1)NC1CCCCC1	nt	?	4%	nt	nt	-7%
O=C(/C=C/c1ccco1)c1ccc(O)cc1	38*	195%[activator]	208%[activator]	0%	84	3.5µM*
CC(=O)C1=C(O)C(=O)N(CCCn2ccnc2)C1c1ccc(C)cc1 (configuration not stated)	-3	11%	27%	-11%	25	-43%
COc1ccc(-c2noc(CCC(=O)Nc3ccc4c(c3)OCCO4)n2)cc1	23*	0.59µM*	15%	-2%	43*	4%
CC(C)(C)c1ccc(/C=N/NC(=O)c2ccccn2)cc1	38*	?	159%[activator]	-22%	42*	0%
COC(Cc1nnc(SC)n1-c1ccc(Cl)cc1)OC	-3	-3%	-10%	5%	-4	-2%
CCc1ccccc1NC(=O)CN1CCN(CC(=O)Nc2ccc(-c3ccccc3)cc2)CC1	-2	0%	14%	2%	-8	1%
NC(N)=Nc1nc2ccc(Br)cc2c(=O)[nH]1	2	1%	23%	1%	19	2%
CCCOc1ccc(C(=O)Nc2ccc(S(=O)(=O)NC3=NCCCCC3)cc2)cc1	nt	10µM*	5.9µM*	nt	nt	5%
Cc1cc(C)c2c(=O)[nH]c(SCC(=O)c3ccc(C)c(C)c3)nc2n1	6	-18%	40%[activator]	-5%	-4	-15%
S=C(NCc1ccccc1)Nc1cccc2ccccc12	13	?	?	-22%	30	-3%
Cc1cccc(CS(=O)(=O)Cc2ccc(C(=O)NCc3ccco3)o2)c1	3	9%	?	2%	2	?
Cc1ccc(OC(=O)CCS(=O)(=O)c2ccc(C)cc2)cc1	-4	?	-17%	5%	2	-2%
CCCn1c(C(C)C)n[nH]c1=S	-4	15%	8%	-19%	-6	4%
COc1ccc(OC)c(NC(=O)c2sc3nc(C)cc(C)c3c2N)c1	2	?	2%	7%	-1	-15%
CC(=O)c1cc(-c2ccccc2)n(CC(=O)N2CCN(C3CCCC3)CC2)c1C	-1	-21%	?	2%	-19	40µM*
CCN(Cc1ccccc1)C(=O)COc1cc(=O)n(CC)c2ccccc12	-2	?	nt	3%	-9	4%
CCOc1cc(/C=C2/C(=O)ON=C2C)ccc1OCc1ccccc1	5	-8%	?	-15%	-9	50µM*
O=c1[nH]cnc2c1N1CCC2CC1	1	80%[activator]	15%	-10%	14	0%
COc1ccccc1CNC(=O)COC(=O)Cc1ccc(F)cc1	nt	16%	-2%	nt	nt	-1%
CC1CN(C(=S)SCCN2Cc3ccccc3C2=O)CC(C)O1 (configuration not stated)	6	22%	1%	-6%	9	-4%
Cc1cc(C)nc(NNC(=O)NC2CCCCC2)n1	-1	6%	2%	2%	-7	-2%
NC(N)=NC[C@@H]1COC2(CCCCC2)O1	nt	?	-4%[12.8 µM]	-2%[21.7 µM]	nt	nt
COc1ccc2cc(C#N)c(=O)oc2c1	-5	nt	nt	2%	-4	nt
CC(C)Cc1nnc(NC(=O)CCC(=O)NC2CCCCCC2)s1	-3	8%	4%	1%	16	1%
CCOC(=O)c1sc(NC(=S)NC(=O)c2cccc(OC)c2)nc1C	10	121%[activator]	4%	?	5	?
CCOC(=O)Cn1c(C)nc2c(C(=O)OCC)sc(C)c2c1=O	-2	?	6%	2%	-8	0%
CN(C)c1nc(OCC(=O)NC(C)(C)C)nc(N(C)C)n1	-2	4%	8%	0%	-8	-1%
CCCOc1cccc(C2C(C(=O)c3ccco3)=C(O)C(=O)N2c2nnc(C)s2)c1 (configuration not stated)	-5	-2%	10%	-17%	-11	-24%
Cc1ccc(C(C)C)c(OCCNC(=S)Nc2cccc3ccccc23)c1	9	?	9.3µM*	2%	22	7%
CC(=O)c1cccc(OCC(O)CNCCc2ccc(Cl)cc2)c1 (configuration not stated)	-2	15%	-23%[0.00184 µM]	?	2	-18%
O=C(N/N=C/c1ccc([N+](=O)[O-])o1)c1cn(-c2ccccc2)nc1-c1ccc(F)cc1	11	?	?	-5%	9	nt
Cc1ccc(S(=O)(=O)N(CC(O)CN2C(=O)NC(C)(C)C2=O)c2cccc([N+](=O)[O-])c2)cc1 (configuration not stated)	-4	4%	3%	11%	-13	9%
COc1cc(OC)cc(C(=O)Nc2ccc(S(=O)(=O)N(C)C)cc2)c1	-2	?	6%	-3%	5	-1%
COc1ccc(Oc2ncnc3c2oc2ccc(Br)cc23)cc1	-1	23%	24%	7%	27	0%
CCc1cc2c(cc3c(=O)n(CC(=O)NCCCN4CC(C)CC(C)C4)ncn32)s1 (configuration not stated)	-9	?	nt	1%	-14	-3%
CCOCc1c(C(=O)Nc2ccc(OC)nc2)oc2ccccc12	9	-3%	2%	-8%	2	1%
CC(C)(C)OC(=O)N1CCN(C(=O)Cn2cc(CCO)nn2)CC1	-3	86%[activator]	56%[activator]	9%	-9	4%
CCOc1ccc(NC(=S)N2CCC(NC(=O)c3ccccc3)CC2)cc1	-2	15%	26%	8%	-11	3%
CCOC(=O)c1c(C)oc2c1c(CN1CCN(CCO)CC1)c(O)c1ccccc12	36*	213%[activator]	124%[activator]	?	118*	0.28µM*
O=c1[nH]c2ccccc2n2c(=S)[nH]nc12	2	3%	12%	-16%	1	8%
O=C(/C=C/c1ccccc1)Nc1sc2c(c1C(=O)O)CCC2	25*	72%[activator]	50%[activator]	?	41*	?
CCN(CC)CC(C)CNC(=O)CN1C(=O)CSc2ccc(S(=O)(=O)N3CCOCC3)cc21 (configuration not stated)	-6	13µM*	-8%	0%	-13	3%&4%
Cc1c(N)cc(C(=O)N2CCOCC2)cc1[N+](=O)[O-]	-1	1%	-20%	1%	-9	-4%
The list continues.
SMILES	CHX counter	Pf growth 96h	Pf growth 48h	Giardia FBPA inh	Shiga inhibitor	Sm TGR inh
CSc1ccc(-c2nc(CN(C)C3CCOC3)c(C)o2)cc1 (configuration not stated)	31*	?	100%[activator]	0%	42*	-11%
CCCCN(C)CCCNC(=O)CCn1nc(-c2ccccc2)ccc1=O	1	0.12µM*	1%	0%	3	0%
Cc1ccc2c(c1)C(=O)C(=O)N2CC(=O)OC(C)C	1	0.029µM*	46%[activator]	-13%	-10	13%
COc1ccc(/C=N/NC(=O)c2nc(-c3ccccc3)n(-c3ccccc3)n2)cc1OC	-2	7%	-22%	-1%	-8	-7%
COc1cc(CNCCc2c[nH]c3ccccc23)ccc1OCc1ccc(F)cc1	-2	nt	?	-8%	-3	65%[activator]
O=C(CCNC(=O)c1ccc(Cl)cc1)Nc1ccc(S(=O)(=O)N2CCCCC2)cc1	nt	2%	1%	nt	nt	0%

17 entries from above, with bars between the fields:
Structure | CHX counter | Pf growth 96h | Pf growth 48h | Giardia FBPA inh | Shiga inhibitor | Sm TGR inh
COc1cc(OC)cc(C(=O)Nc2ccc(S(=O)(=O)N(C)C)cc2)c1 | -2 | ? | 6% | -3% | 5 | -1%
COc1ccc(Oc2ncnc3c2oc2ccc(Br)cc23)cc1 | -1 | 23% | 24% | 7% | 27 | 0%
CCc1cc2c(cc3c(=O)n(CC(=O)NCCCN4CC(C)CC(C)C4)ncn32)s1 (configuration not stated) | -9 | ? | nt | 1% | -14 | -3%
CCOCc1c(C(=O)Nc2ccc(OC)nc2)oc2ccccc12 | 9 | -3% | 2% | -8% | 2 | 1%
CC(C)(C)OC(=O)N1CCN(C(=O)Cn2cc(CCO)nn2)CC1 | -3 | 86%[activator] | 56%[activator] | 9% | -9 | 4%
CCOc1ccc(NC(=S)N2CCC(NC(=O)c3ccccc3)CC2)cc1 | -2 | 15% | 26% | 8% | -11 | 3%
CCOC(=O)c1c(C)oc2c1c(CN1CCN(CCO)CC1)c(O)c1ccccc12 | 36* | 213%[activator] | 124%[activator] | ? | 118* | 0.28µM*
O=c1[nH]c2ccccc2n2c(=S)[nH]nc12 | 2 | 3% | 12% | -16% | 1 | 8%
O=C(/C=C/c1ccccc1)Nc1sc2c(c1C(=O)O)CCC2 | 25* | 72%[activator] | 50%[activator] | ? | 41* | ?
CCN(CC)CC(C)CNC(=O)CN1C(=O)CSc2ccc(S(=O)(=O)N3CCOCC3)cc21 (configuration not stated) | -6 | 13µM* | -8% | 0% | -13 | 3%&4%
Cc1c(N)cc(C(=O)N2CCOCC2)cc1[N+](=O)[O-] | -1 | 1% | -20% | 1% | -9 | -4%
CSc1ccc(-c2nc(CN(C)C3CCOC3)c(C)o2)cc1 (configuration not stated) | 31* | ? | 100%[activator] | 0% | 42* | -11%
CCCCN(C)CCCNC(=O)CCn1nc(-c2ccccc2)ccc1=O | 1 | 0.12µM* | 1% | 0% | 3 | 0%
Cc1ccc2c(c1)C(=O)C(=O)N2CC(=O)OC(C)C | 1 | 0.029µM* | 46%[activator] | -13% | -10 | 13%
COc1ccc(/C=N/NC(=O)c2nc(-c3ccccc3)n(-c3ccccc3)n2)cc1OC | -2 | 7% | -22% | -1% | -8 | -7%
COc1cc(CNCCc2c[nH]c3ccccc23)ccc1OCc1ccc(F)cc1 | -2 | nt | ? | -8% | -3 | 65%[activator]
O=C(CCNC(=O)c1ccc(Cl)cc1)Nc1ccc(S(=O)(=O)N2CCCCC2)cc1 | nt | 2% | 1% | nt | nt | 0%
